DENV2 CPE – inhibitors of DENV2 cytopathic effect. DENV2-infected cells, cytopathic effect rescue, plate reader. CPE inhibition, % at 9.99 µM. actives 1.7% (n = 350,000); in the data active = CPE inhibition above about 20%, passing the limit was not always enough; inconclusive = no clear call, values can overlap the other calls; tested in BHK-21 cells;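 note: 0% = median of neutral control wells and 100% = median of positive control wells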
PglD inh – PglD (C. jejuni) enzyme inhibition | purified PglD enzyme, DTNB colorimetric CoA detection | inhibition, % at 12.5 µM | actives 0.098% (n = 360,000); in the data active = inhibition above about 16%, passing the limit was not always enough; inconclusive = no clear call, values can overlap the other calls; note: strong numbers were not always called active
ERp5 inh – blocks human ERp5 reductase activity on insulin; Q15084; ERp5 insulin aggregation, absorbance 650 nm, 90 min; inhibition, % at 9.99 µM; actives 0.05% (n = 350,000);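 active = mean replicate inhibition above about 25%, with every replicate also reaching it, limit read from the data, passing the limit was not always enough; inconclusive = only one of those two criteria met; inactive = neither criterion met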
C2C12 statin – suppressors of simvastatin-induced myotoxicity in C2C12 myotubes; ATP luminescence, 48 h; scaled: DMSO 0, geranylgeraniol control 100; rescue of ATP level, % at 7.49 µM; actives 0.78% (n = 330,000); AID 602340;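 active = mean ATP rescue above about 67%, or every replicate alone reaching that limit, limit read from the data, passing the limit was not always enough; inconclusive = no clear call, values can overlap the other calls; inactive = mean under the limit and some replicate under it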;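 note: myotubes were challenged with 10 µM simvastatin during compound exposure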
SIRT5 inh – blocks human SIRT5 desuccinylation of peptide; inhibition, % at 15 µM; actives 1.1% (n = 330,000); Purified SirT5, succinyl-peptide AMC, trypsin-coupled fluorescence; Q9NXA8; in the data active = inhibition above about 15%; inconclusive = no clear call, values can overlap the other calls
Target sequence (Q9NXA8 whole entry, looked up): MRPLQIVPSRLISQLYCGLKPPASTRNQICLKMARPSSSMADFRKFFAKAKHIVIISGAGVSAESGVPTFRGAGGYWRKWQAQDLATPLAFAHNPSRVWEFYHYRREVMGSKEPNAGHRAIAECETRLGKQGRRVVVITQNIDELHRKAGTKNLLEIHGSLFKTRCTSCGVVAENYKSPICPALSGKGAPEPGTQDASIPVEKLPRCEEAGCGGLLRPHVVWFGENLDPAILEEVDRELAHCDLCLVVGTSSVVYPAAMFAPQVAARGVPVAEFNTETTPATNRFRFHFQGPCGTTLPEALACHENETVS
S100A4 inh HTS – S100A4-myosin IIA interaction inhibition; P26447; S100A4/TAMRA-MyoIIA peptide fluorescence polarization; inhibition, % at 10.7 µM; actives 0.14% (n = 360,000);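 active = mean inhibition of at least 70% across replicates, with every replicate also reaching that level; inconclusive = mean inhibition reaches 70% but some replicates fall short; inactive = mean inhibition below 70%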
Target sequence (P26447 whole entry, looked up): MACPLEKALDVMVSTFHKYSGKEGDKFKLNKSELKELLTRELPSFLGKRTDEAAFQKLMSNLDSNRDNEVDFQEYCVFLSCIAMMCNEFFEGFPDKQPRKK
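Test system: S100A4 monomer protein. Medium: HEPES buffer with Ca2+, pH 7.2. Reagent: fluorescent myosin IIA peptide, 5 nM. Compound dosing: single-point compound testing. Timing: 5 min between mix addition and reading. Benchmarks: DMSO neutral and TFP positive wells.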
E-sel inducer – E-selectin induction on HUVECs; P16581; HUVEC E-selectin immunofluorescence imaging; normalized: neutral wells 0, TNF-alpha wells 100; activation, % at 7.58 µM; actives 0.37% (n = 260,000); AID 686992;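 active = mean E-selectin-positive cell signal at least 10% of the positive control, reached in at least 60% of replicates, without over 20% cell loss; inconclusive = no rule given, readout overlaps actives, possibly toxicity-flagged; inactive = the rest, including those meeting only one limit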;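 note: in these data hits start at about 27%; measured in HUVEC primary endothelial cells; signal is the percent of cells scored E-selectin positive by PE staining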
Target sequence (P16581 whole entry, looked up): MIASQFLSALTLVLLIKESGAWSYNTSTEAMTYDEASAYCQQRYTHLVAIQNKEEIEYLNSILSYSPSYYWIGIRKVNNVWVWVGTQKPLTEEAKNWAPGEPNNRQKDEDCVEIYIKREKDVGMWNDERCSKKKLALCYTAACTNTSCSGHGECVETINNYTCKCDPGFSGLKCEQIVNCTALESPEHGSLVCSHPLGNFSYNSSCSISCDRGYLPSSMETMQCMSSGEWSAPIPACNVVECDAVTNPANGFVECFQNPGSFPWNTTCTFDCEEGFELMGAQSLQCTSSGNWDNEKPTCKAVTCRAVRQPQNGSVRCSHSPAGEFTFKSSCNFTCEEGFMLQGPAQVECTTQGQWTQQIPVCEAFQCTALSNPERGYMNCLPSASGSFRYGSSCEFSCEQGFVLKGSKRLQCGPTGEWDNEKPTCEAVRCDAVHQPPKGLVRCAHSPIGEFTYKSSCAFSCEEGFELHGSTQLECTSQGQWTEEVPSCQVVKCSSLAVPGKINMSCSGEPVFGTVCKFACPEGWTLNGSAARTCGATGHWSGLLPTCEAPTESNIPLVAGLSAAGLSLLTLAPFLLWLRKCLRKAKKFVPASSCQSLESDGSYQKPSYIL
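Assay system: HUVEC, human umbilical vein endothelial cells / Amount: 3,000 HUVEC/well / Controls: TNF-alpha positive control, DMSO neutral control / Compound dosing: single concentration / Medium: EGM-2 over gelatin coat / Evaluation: percent E-selectin-positive cells / Signal: immunofluorescence imaging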
* marks the source's active call; other numbers are inactive results; ? = inconclusive; · = not tested or not shown; + = active, no number; & = joins results of further samples. Some of the compounds tested. The share of hits here may be higher or lower than overall.

1	COc1ccc(-c2nc(CN3CCN(c4ncccn4)CC3)c(C)o2)cc1C
2	C[C@H]1CN([C@@H](C)CO)C(=O)Cc2cc(NC(=O)Cn3cnnn3)ccc2O[C@@H]1CN(C)C(=O)NC1CCCCC1
3	COc1cccc2c1C(=O)c1c(O)c3c(c(O)c1C2=O)CC(O)(C(=O)CO)CC3OC1CC(N(C)C)C(O)C(C)O1 (centres undefined)
4	CC(C)N1C(=O)N(c2ccccc2)C(C)(O)CC1(C)C (centres undefined)
5	COc1cc(CNC(=O)CCCC(=O)c2ccccc2)cc(OC)c1OC
6	CC(C)CNC(=O)C1(C)CCCN1C(=O)c1ccncc1 (centres undefined)
7	C[C@@H]1CN([C@@H](C)CO)S(=O)(=O)c2ccc(-c3cncnc3)cc2O[C@@H]1CN(C)Cc1cncnc1
8	CCN(CC)S(=O)(=O)c1cc(C(=O)Nc2cc(S(=O)(=O)N3CCOCC3)ccc2N2CCCC2)ccc1F

assay / compound,1,2,3,4,5,6,7,8
DENV2 CPE,-6,4,-3,1,?,-2,9,9
PglD inh,·,0,·,·,-2,5,-2,3
ERp5 inh,1,3,-2,1,0,3,-3,-1
C2C12 statin,·,-6,·,·,0,5,-10,-11
SIRT5 inh,-2,-5,0,0,-4,·,-7,3
S100A4 inh HTS,8,-4,+,2,-9,4,9,-4
E-sel inducer,·,0.0,·,0.3,-0.1,0.4,0.2,0.1

Part of the list above, set out differently:
Order of values: DENV2 CPE | PglD inh | ERp5 inh | C2C12 statin | SIRT5 inh | S100A4 inh HTS | E-sel inducer
#2 C[C@H]1CN([C@@H](C)CO)C(=O)Cc2cc(NC(=O)Cn3cnnn3)ccc2O[C@@H]1CN(C)C(=O)NC1CCCCC1
→ 4 | 0 | 3 | -6 | -5 | -4 | 0.0
#3 COc1cccc2c1C(=O)c1c(O)c3c(c(O)c1C2=O)CC(O)(C(=O)CO)CC3OC1CC(N(C)C)C(O)C(C)O1 (centres undefined)
→ -3 | · | -2 | · | 0 | + | ·
#4 CC(C)N1C(=O)N(c2ccccc2)C(C)(O)CC1(C)C (centres undefined)
→ 1 | · | 1 | · | 0 | 2 | 0.3

Continued:
9	COc1ccc(-c2c(-c3ccc(OC)c(C)c3O)n[nH]c2C)cc1
10	Cc1cc(C(=O)OCC(=O)NC(C)c2ccc(F)cc2)c(C)o1 (centres undefined)
11	CCOc1ccc(NC(=O)C/C(C)=N/NC(=O)Cc2ccc(Cl)cc2)cc1
12	CCCC(=O)Nc1ccc2c(c1)OC[C@H](C)N(C(=O)c1ccccn1)C[C@H](C)[C@H](OC)CN(C)C2=O
13	Cc1noc(C)c1NC(=O)Nc1cccc2c1O[C@H](CN(C)S(C)(=O)=O)[C@@H](C)CN([C@H](C)CO)C2=O
14	COc1cc(C(c2sc3nc(C)nn3c2O)N2CC(C)OC(C)C2)cc(OC)c1OC (centres undefined)
15	Cc1c(C(=O)NCCc2ccccc2)oc2ccccc12
16	C[C@@H]1CN([C@@H](C)CO)C(=O)c2cc(NC(=O)Nc3ccccc3)ccc2O[C@@H](C)CCCCO[C@H]1CN(C)C(=O)C1CCCCC1

assay / compound,9,10,11,12,13,14,15,16
DENV2 CPE,6,9,5,-13,?,-2,-4,9
PglD inh,-4,-3,-2,3,-2&0,4,-3,-3
ERp5 inh,3,7,-1,-2,4&-2,4,2,5
C2C12 statin,-2,2,8,6,-6,1,-5,·
SIRT5 inh,-4,-2,-3,3,-4&-3,1,-3,2
S100A4 inh HTS,5,0,-2,7,-13&-1,-1,-1,-40
E-sel inducer,·,9.4,0.3,0.0,-1.7&0.0,-0.5,·,1.0

17	COc1cccc(C2=NOC(C(=O)Nc3cc(C)nn3-c3ccccc3)C2)c1OC (centres undefined)
18	O=C(C[C@@H]1C[C@@H]2c3cc(NC(=O)C4CCOCC4)ccc3O[C@@H]2[C@@H](CO)O1)NCc1ccccc1F
19	Cc1ccc2ccc(S(=O)(=O)n3nc(C)cc3C)cc2c1
20	COc1ccccc1OCC(=O)Nc1cc2c(cc1C(=O)O)OCCCO2
21	COc1ccccc1C(=O)CN1C(=O)NC2(CCCCCC2)C1=O
22	O=C(/C(=C(/[O-])c1ccccc1)[n+]1ccccc1)c1ccc([N+](=O)[O-])cc1
23	CCc1ccc(S(=O)(=O)NCc2csc(-c3cccnc3)n2)s1
24	COc1ccccc1C#Cc1ccc2c(c1)[C@@H]1[C@@H](CCN1C(=O)c1ccc(F)cc1)[C@H](CO)N2

assay / compound,17,18,19,20,21,22,23,24
DENV2 CPE,3,-2,-1,-1,-3,-17,-6,-8
PglD inh,3,1,-2,0,-6,-9,3,·
ERp5 inh,-2,-5,-1,1,-2,0,-6,2
C2C12 statin,4,-5,5,17,1,·,1,·
SIRT5 inh,-2,-3,-9,-4,·,0,-1,9
S100A4 inh HTS,-2,1,3,-2,-4,-2,-14,-8
E-sel inducer,-0.1,-0.2,·,0.0,0.3,-0.8,·,-0.5

25	CCCCN(C)Cc1cc(=O)oc2ccc3ccccc3c12
26	COCCCNCCCCOc1ccc(C)cc1[N+](=O)[O-]
27	CN(C)c1ccc(C(=O)N2CCNC(=O)C2CC(=O)Nc2ccc(F)cc2)cc1 (centres undefined)
28	CN(C)CCCNC1=CC(=O)CC(c2ccccc2)C1 (centres undefined)
29	CC(C)Cc1cc(C(=O)Nc2cccnc2)no1
30	Cc1ccc(C(C)C)c(OCCN2CCc3ccccc3C2)c1
31	c1cnc2cc(-c3ccsc3)ncc2c1
32	CO[C@@H]1CN(C)C(=O)c2cc(NC(C)=O)ccc2OC[C@@H](C)N(C(=O)c2ccccn2)C[C@@H]1C

assay / compound,25,26,27,28,29,30,31,32
DENV2 CPE,-4,-13,-2,5,-7,-5,·,16
PglD inh,-4,-4,2,·,3,-1,1,9
ERp5 inh,0,-5,3,0,1,2,·,5
C2C12 statin,-3,2,4,·,2,1,6,12
SIRT5 inh,-6,1,-4,0,-6,-13,·,-3
S100A4 inh HTS,-1,2,-3,2,-1,-1,·,49
E-sel inducer,·,·,-0.5,3.3,·,·,-0.2,0.0

Three entries already listed, ordered by heavy-atom count, lowest first:
29	CC(C)Cc1cc(C(=O)Nc2cccnc2)no1
25	CCCCN(C)Cc1cc(=O)oc2ccc3ccccc3c12
27	CN(C)c1ccc(C(=O)N2CCNC(=O)C2CC(=O)Nc2ccc(F)cc2)cc1 (centres undefined)

assay / compound,29,25,27
DENV2 CPE,-7,-4,-2
PglD inh,3,-4,2
ERp5 inh,1,0,3
C2C12 statin,2,-3,4
SIRT5 inh,-6,-6,-4
S100A4 inh HTS,-1,-1,-3
E-sel inducer,·,·,-0.5

Later entries.
33	CC(C)(C)OC(=O)N/N=C/c1c[nH]c2ccccc12
34	Cc1cc(C)nc(Nc2ccccc2Cl)n1
35	COc1ccc(CC(=O)O/N=C(\N)c2cccc([N+](=O)[O-])c2)cc1
36	CCCN1[C@H](C(=O)Nc2nccs2)[C@@H](CO)[C@@H]2Cn3c(ccc(-c4ccccc4OC)c3=O)[C@@H]21
37	O=C(NNC(=S)Nc1cccc(C(F)(F)F)c1)c1ccncc1
38	O=C(Nc1ccc2c(c1)OCO2)N[C@H]1C=C[C@H](CC(=O)N2CCN(c3ccccc3)CC2)O[C@H]1CO
39	C/C(=N/NC(=O)c1ccco1)c1ccc(NC(=O)c2ccc(Br)o2)cc1
40	O=C(C1CCCC1)N1CCCCN2[C@@H](CO)[C@H](c3ccc(C#CC4(O)CCCC4)cc3)[C@@H]2C1

assay / compound,33,34,35,36,37,38,39,40
DENV2 CPE,3,0,11,3,0,-1,19,-7
PglD inh,·,8,2,0,1,0,-3,3
ERp5 inh,3,-2,-1,-1,-1,4,4,-2
C2C12 statin,·,-10,11,37,54,18,-5,·
SIRT5 inh,-4,-1,-2,1,1,-1,-10,2
S100A4 inh HTS,-8,-3,-3,-17,2,-5,-2,-4
E-sel inducer,2.4,0.1,·,-0.2,·,-0.4,-0.2,·

41	C=CCNC(=O)c1cc(-c2ccccc2)sc1N
42	Cn1c(=O)cc(N2CCc3ccccc32)[nH]c1=O
43	COc1cccc(CN2CCN(Cc3ccc(C)o3)CC2CCO)c1 (centres undefined)
44	Cc1ccc(OC(=O)c2ccccc2)cc1C
45	CC(C)(C)C1CCc2c(sc(NC(=O)c3cc(C4CC4)on3)c2C#N)C1 (centres undefined)
46	O=C(C1=C(O)C(=O)N(CC2CCCO2)C1c1ccccc1)c1ccco1 (centres undefined)
47	CC(=O)c1cccc(OCc2cc(C(=O)N(C)CCC3CCOCC3)no2)c1
48	O=C(c1ccc(CS(=O)Cc2ccc(Cl)cc2)o1)N1CCN(C2CCCCC2)CC1 (centres undefined)

assay / compound,41,42,43,44,45,46,47,48
DENV2 CPE,-21,0,-1,-5,3,1,1,-8
PglD inh,·,-2,-3,-3,0,3,1,7
ERp5 inh,-1,1,-2,-1,0,4,-1,-2
C2C12 statin,·,5,-3,4,-12,0,1,6
SIRT5 inh,-2,-6,·,·,1,1,-4,·
S100A4 inh HTS,-9,1,-2,5,1,-7,-5,-2
E-sel inducer,0.2,0.4,0.0,-1.4,0.0,·,0.0,0.0

49	O=C(NC1CCCCC1)C(c1ccncc1)N(C(=O)c1csnn1)c1ccc(F)cc1 (centres undefined)
50	COc1cc(CNCCc2ccc(F)cc2)ccc1OCc1ccc(Cl)nc1
51	O=C(CN1CCC(NC(=O)Nc2ccccc2)CC1)Nc1ccccc1F
52	C[C@@H]1CN([C@H](C)CO)C(=O)c2cc(C#CCN(C)C)cnc2O[C@@H]1CN(C)S(=O)(=O)c1cn(C)cn1
53	CCCN(Cc1nnc(-c2ccccc2Cl)o1)C(=O)c1cc2ccccc2o1
54	O=C(CC[C@H]1O[C@@H](n2ccc(=O)[nH]c2=O)[C@H](O)[C@@H]1O)NCC(c1ccccc1)c1ccccc1
55	COc1ccc(C(CNC(=O)c2cccc(S(=O)(=O)Nc3ccc(F)cc3)c2)N2CCCC2)cc1 (centres undefined)
56	COc1ccccc1/C=C1/C(=O)ON=C1C
57	CNC(=O)[C@@]1(Cc2ccccc2)C=C[C@@H](C)N1C(=O)OC
58	COc1ccc(OC)c(NC(=O)C2CC(=O)N(CCc3ccccc3)C2)c1 (centres undefined)
59	COc1ccc(C(=O)CC(=O)c2ccc(C)cc2)c(O)c1

assay / compound,49,50,51,52,53,54,55,56,57,58,59
DENV2 CPE,-3,·,4,-6,4,-3,0,0,-6,-6,0
PglD inh,-2,-1,4,2,-2,-2,0,4,-2,-15,4
ERp5 inh,10,-9,3,-3,8,18,-6,0,-10,7,2
C2C12 statin,-4,9,-7,32,17,7,-12,-3,9,4,2
SIRT5 inh,0,2,0,-38,-2,-3,5,-3,·,0,11
S100A4 inh HTS,3,0,0,-5,-2,0,-3,7,-9,-1,-4
E-sel inducer,·,·,1.0,0.3,2.5,0.9,-1.7,·,1.0,-0.1,0.3

Assay outcomes (PubChem)
